Screening data from PubChem BioAssay.
EPAC2 agonist = qHTS for Agonist of cAMP-regulated guanine nucleotide exchange factor 4 (EPAC2): primary screen. Rap guanine nucleotide exchange factor 4 (Homo sapiens), Q8WZA2. EPAC2 activation, biochemical qHTS; response scale: 100% = 6.5 mM cAMP response. Potency, µM (doses to about 154 µM), for inactives: at the highest dose activation, usual class: activators. 360,000 tested, 0.079% active. AID 720711, 2013; note: potency is the fitted concentration of half-maximal effect; nearly all actives have a fitted effect of over 50% in size
Target sequence (Q8WZA2 whole entry, looked up): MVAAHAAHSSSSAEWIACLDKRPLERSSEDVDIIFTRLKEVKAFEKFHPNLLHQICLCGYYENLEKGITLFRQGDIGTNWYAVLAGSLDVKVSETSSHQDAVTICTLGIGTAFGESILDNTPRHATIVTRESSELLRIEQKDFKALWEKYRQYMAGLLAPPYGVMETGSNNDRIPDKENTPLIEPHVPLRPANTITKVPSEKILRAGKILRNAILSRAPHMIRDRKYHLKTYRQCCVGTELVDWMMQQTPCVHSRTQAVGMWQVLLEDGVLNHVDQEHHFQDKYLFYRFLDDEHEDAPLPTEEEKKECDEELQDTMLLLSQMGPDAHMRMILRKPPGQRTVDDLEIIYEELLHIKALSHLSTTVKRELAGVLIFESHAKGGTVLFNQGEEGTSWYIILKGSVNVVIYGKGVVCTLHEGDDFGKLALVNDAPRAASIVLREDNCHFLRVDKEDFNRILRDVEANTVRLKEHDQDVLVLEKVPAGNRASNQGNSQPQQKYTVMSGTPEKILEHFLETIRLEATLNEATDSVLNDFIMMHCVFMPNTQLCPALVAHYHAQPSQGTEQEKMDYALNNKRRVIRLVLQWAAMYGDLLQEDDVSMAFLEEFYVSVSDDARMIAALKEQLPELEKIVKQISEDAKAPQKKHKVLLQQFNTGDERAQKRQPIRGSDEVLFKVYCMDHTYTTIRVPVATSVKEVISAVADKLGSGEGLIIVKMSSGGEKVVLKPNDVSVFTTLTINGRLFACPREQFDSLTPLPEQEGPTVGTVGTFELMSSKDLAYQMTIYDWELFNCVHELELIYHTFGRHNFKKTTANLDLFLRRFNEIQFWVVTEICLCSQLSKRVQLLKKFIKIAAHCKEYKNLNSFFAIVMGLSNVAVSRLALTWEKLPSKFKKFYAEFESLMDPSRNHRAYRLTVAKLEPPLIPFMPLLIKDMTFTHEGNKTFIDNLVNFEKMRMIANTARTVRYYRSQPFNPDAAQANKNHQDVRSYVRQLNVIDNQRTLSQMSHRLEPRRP
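Each well held 100 nM EPAC2, 250 nM RAP1B-BODIPY-GDP and 50 uM GDP. Fluorescence, read at 5-min intervals to 30 min, was referenced to a 6.5 mM cAMP positive control.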
CCT chaperon mod = High-Throughput Screening for Modulators of Cytosolic Chaperonin Activity; purified chaperonin ATPase assay, HTRF ADP detection, 30 min; activity change, % (concentration not given with the values), hits read low; 360,000 tested, 0.3% active; AID 651819, 2012; in the data active = activity change below about -30%; note: % is set by controls: 0 for no effect and ±100 for the full control effect
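TRiC (40 or 20 nM final, by batch activity) in 30 mM Tris pH 7.4, 100 mM KCl, 5 mM MgCl2, 1 mM DTT was treated with compound at 76 uM single dose, then 10 uM ATP, 30 min at 37 °C. ADP was read by HTRF Transcreener.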
IL2 activator = qHTS of IL-2 Activators. AID 652025, 2013. IL-2 activation reporter assay, cell-based qHTS; stimulated with anti-CD3/CD4/CD28 beads; in transgenic mouse T cells. activation, % (series mostly up to about 46 µM). 360,000 tested, 0.065% active; in the data active = activation above about 50%; inconclusive = mostly about 30% to 49%; note: 0% is about no effect
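Readout is EGFP and DsRed signal by fluorescent plate cytometry after 18 h at 37 degrees C. Transgenic mouse T cells (750/well) received compound for 60 min before bead stimulation (anti-CD3, anti-CD4, anti-CD28); memory T cells served as non-tolerant control.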
PLK1 PBD block = qHTS for Inhibitors of PLK1-PDB (polo-like kinase 1 - polo-box domain): Primary Screen. Plk1 PBD binding of FITC phosphopeptide, fluorescence polarization. Potency, µM, for the others: max response, negative = inhibition, hits mostly inhibitors. 360,000 tested, 2.8% active. AID 720504, 2013; note: potency is the fitted concentration of half-maximal effect; series mostly up to about 57 µM; % is set by controls: 0 for no effect and ±100 for the full control effect; nearly all actives have a fitted effect of over 65% in size
WRN helicase inh = qHTS for Inhibitors of WRN Helicase. Bifunctional 3'-5' exonuclease/ATP-dependent helicase WRN (Homo sapiens), Q14191. WRN helicase unwinding, fluorescent forked duplex, kinetic. Potency, µM (series often up to 114 µM), for the others: at the highest dose activity change, negative = inhibition, most hits filed as inhibitors. 360,000 tested, 0.46% active; note: potency is the fitted concentration of half-maximal effect; % is set by controls: 0 for no effect and ±100 for the full control effect; nearly all actives have a fitted effect of over 55% in size
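WRN at 20 nM final was preincubated with compound for 15 min at room temperature; reaction started with 100 nM forked duplex oligonucleotide carrying fluorophore and quencher plus 2 mM ATP (final). Unwinding followed kinetically by red fluorescence (ex 525/em 598 nm).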
EPAC1 ag = qHTS for Agonist of cAMP-regulated guanine nucleotide exchange factor 3 (EPAC1): primary screen | EPAC1 agonist qHTS, biochemical assay; response scale: 100% = response to 6.5 mM cAMP | AID 720707, 2013 | 360,000 tested, 0.073% active | Rap guanine nucleotide exchange factor 3 (Homo sapiens), O95398 | Potency, µM (highest dose often 154 µM), for the others: at the top dose activation, actives largely listed as activators; note: potency is the fitted concentration of half-maximal effect; nearly all actives have a fitted effect of over 60% in size
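Nucleotide exchange by EPAC1 (100 nM) on Rap1B–BODIPY-GDP (250 nM) in the presence of 50 uM GDP is tracked fluorescently at 480/540 nm over 30 min. Signals are normalized to a 6.5 mM cAMP control.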
PI5P4K alpha inh = qHTS for Inhibitors of phosphatidylinositol 5-phosphate 4-kinase (PI5P4K) | AID 652105, 2013 | max response, % | Phosphatidylinositol 5-phosphate 4-kinase type-2 alpha (Homo sapiens), P48426 | 330,000 tested, 1.2% active | PI5P4Kalpha enzyme, ADP-Glo luminescence, 60 min; active compounds read low; active = max response of -50% or lower; inconclusive = between -30% and -50%; inactive = -30% or higher; note: value at the top dose of about 77 µM; % is set by controls: 0 for no effect and ±100 for the full control effect
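PI5P4Kalpha ADP-Glo assay; 5 microM ATP final; 60 min RT reaction; HEPES pH 7.4/EGTA/CHAPS, 5% DMSO; controls lacking substrate or enzyme; luminescent end-point.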
EPAC1 antag = qHTS for Antagonist of cAMP-regulated guanine nucleotide exchange factor 3 (EPAC1): primary screen. EPAC1 GEF assay, Rap1b-BODIPY-GDP exchange fluorescence. Potency, µM (highest dose often 115 µM), for the others: at the highest dose activity change, negative = inhibition, usual class: inhibitors. 360,000 tested, 0.14% active;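 note: potency is the fitted concentration of half-maximal effect; plate controls were vehicle for no effect and positive control for full effect; nearly all actives have a fitted effect of over 50% in size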
Active calls of the source: *; ? = inconclusive; / = no result given. Unless noted, calls come from the whole dose curve; as a rule, active = well fitted curve in the direction sought with a large enough effect; inconclusive = small, poorly fitted or top-dose-only effect, or another doubt; inactive = no such curve, though single readings can be large; an effect the other way counts as inactive or inconclusive. These rows are one share of the data; rates above refer to the full screens.

molecule	EPAC1 antag	EPAC2 agonist	PI5P4K alpha inh	WRN helicase inh	EPAC1 ag	IL2 activator	CCT chaperon mod	PLK1 PBD block
COc1cccc(CC(=O)OCC(=O)NC(=O)c2ccc(OC(F)F)cc2)c1	3.5%	-7.6%	-6.4	1.4%	4.0%	0.5	-1.3	-7.0%
CN(C(=O)COc1cc(=O)n(C)c2ccccc12)c1cccc(Cl)c1	-18.7%	6.4%	0.5	-2.3%	-7.6%	-0.7	-0.8	-22.9%
COC(=O)Nc1ccc(C)cc1NC(=O)OC	10.5%	1.7%	/	3.1%	2.9%	-2.8	-1.5	-11.3%
COc1ccccc1NS(=O)(=O)c1ccc(Cl)c(NC(=S)NC(=O)C2CCCC2)c1	?	10.5%	3.7	-6.3%	12.1%	-2.1	0.0	-7.5%
CN(C)/C=C/C(=O)c1ccc(-c2ccc(Cl)cc2Cl)o1	-6.4%	-10.2%	-64.0*	-10.0%	-2.4%	-1.3	1.2	-29.9%
CCN(C(=O)CSc1nnc(-c2ccc(OC)cc2)n1N)c1c(N)n(Cc2ccccc2)c(=O)[nH]c1=O	6.6%	0.2%	-4.1	9.1%	6.2%	0.6	-1.2	-6.0%
CN1CCN(S(=O)(=O)c2ccc(Br)s2)CC1	-10.9%	7.2%	-0.6	0.9%	4.7%	-2.5	-1.3	-6.9%
O=C(O)COc1ccc(=O)n(-c2ccccc2)n1	9.5%	1.8%	3.1	-6.9%	-1.3%	1.9	0.9	-0.2%
COC(=O)Cn1ncc2c3ccccc3n(Cc3ccccc3)c2c1=O	-13.2%	7.1%	/	-6.0%	8.9%	0.4	1.3	5.6%
O=C(NC1CCCCC1)C1c2ccccc2C(=O)N1Cc1ccco1 (centres undefined)	3.5%	-1.0%	/	1.5%	1.6%	-0.9	0.0	-1.7%
COc1ccc(C=Nc2cccc3c(=O)[nH][nH]c(=O)c23)c2ccccc12	9.8%	6.6%	/	1.6%	1.9%	-0.8	2.0	-4.2%
O=C(O)CSc1nnc(COc2cccc3cccnc23)n1-c1ccc(Cl)cc1	-15.0%	6.9%	0.9	0.3%	12.8%	-0.8	-3.9	-8.1%
Cc1c(C=NNC(=O)c2ccc(Br)cc2)c2ccccn2c1C(=O)c1ccncc1	-0.9%	6.2%	0.0	6.3%	16.4%	2.0	-1.8	-9.7%
Cc1cc(C)c(S(=O)(=O)NCc2ccccn2)cc1C	2.8%	5.6%	-2.5	0.1%	4.9%	-0.6	2.2	-8.2%
O=[N+]([O-])c1ccc(N2CCN(c3ccccc3O)CC2)cc1	21.6%	8.9%	-2.7	15.8%	5.2%	-0.3	-0.3	-5.7%
CCOC(=O)N1CCN(C(=O)/C=C/c2c(C)nn(-c3ccc(F)cc3)c2Cl)CC1	-8.8%	8.1%	-8.5	8.5%	-6.9%	0.0	-4.5	-10.5%
Nc1c2c(nc3c1CCCC3)CCCC2 (tested in a mixture with another compound)	-0.9%	-0.4%	-3.8	4.6%	0.9%	-0.9	-2.9	-17.2%
CCOC(=O)C(C(C)=O)c1c(Br)c(O)c(O)c2c(C(=O)c3ccc(C)cc3)coc12 (centres undefined)	?	21.6%	/	-25.3%	22.3%	-4.3	-2.2	-3.7%
CCOC(=O)c1ccc(NC(=S)N(CCN2CCCCCC2)Cc2ccco2)cc1	4.1%	1.9%	-13.1	-5.7%	4.4%	-3.9	0.0	-14.8%
CN(C)C(CNC(=O)C1CCN(S(=O)(=O)c2cc(Cl)ccc2Cl)CC1)Cc1ccccc1 (centres undefined)	-24.6%	4.3%	-0.4	-0.6%	8.7%	-0.7	-1.2	-12.4%
Cc1ccccc1C1c2[nH]c3ccccc3c2C[C@H]2C(=O)N(C3CC3)CC(=O)N12 (some centres undefined)	-7.3%	-0.8%	0.1	4.8%	5.2%	-0.5	0.5	-14.6%
COc1cccc(NC(=O)COC(=O)c2ccc3c(c2)OCCO3)c1	-8.7%	8.3%	-3.8	-4.0%	1.0%	0.7	0.5	-6.6%
Cc1ccc(C(=O)N/C(=C\c2ccc(-c3ccccc3[N+](=O)[O-])o2)C(=O)NCCCN2CCOCC2)cc1	-10.9%	3.4%	-6.0	15.9%	9.0%	-0.3	0.8	26.7µM*
COc1ccc(CNC(=O)c2ccc3nccnc3c2)cc1	7.9%	5.1%	/	-0.3%	0.8%	0.1	1.4	-9.5%
Cc1ccc(NC(=O)CSc2nnc(-c3ccncc3)n2C)cc1C	9.7%	3.0%	/	2.5%	-1.3%	0.0	-2.8	-1.6%
CC(OC(=O)CNC(=O)C12CC3CC(CC(C3)C1)C2)C(=O)Nc1ccc(S(N)(=O)=O)cc1 (centres undefined)	-3.4%	3.3%	5.1	-17.1%	-7.2%	0.3	0.3	-5.6%
COc1cc(NC(=O)c2cc(S(=O)(=O)N3CCc4ccccc43)cn2C)cc(OC)c1OC	?	13.7%	1.9	-18.5%	22.6%	-3.1	-0.7	-4.2%
C/C(=N\Nc1ccccn1)c1ccc(N2CCOCC2)cc1	9.6%	-6.6%	0.6	0.7%	-0.8%	-2.9	-0.8	0.5%
Cc1nnc(-c2ccccc2)[nH]c1=O	5.8%	11.5%	-0.4	7.7%	3.9%	0.0	1.1	-9.9%
CC1=NNC(=O)C1CCC(=O)N/N=C/c1ccccc1 (centres undefined)	2.3%	-4.8%	1.2	-10.6%	-1.3%	-3.3	2.7	-1.2%

4 compounds from above with just EPAC2 agonist, WRN helicase inh and PI5P4K alpha inh.
| SMILES | EPAC2 agonist | WRN helicase inh | PI5P4K alpha inh |
| --- | --- | --- | --- |
| CC(OC(=O)CNC(=O)C12CC3CC(CC(C3)C1)C2)C(=O)Nc1ccc(S(N)(=O)=O)cc1 (centres undefined) | 3.3% | -17.1% | 5.1 |
| COc1cc(NC(=O)c2cc(S(=O)(=O)N3CCc4ccccc43)cn2C)cc(OC)c1OC | 13.7% | -18.5% | 1.9 |
| C/C(=N\Nc1ccccn1)c1ccc(N2CCOCC2)cc1 | -6.6% | 0.7% | 0.6 |
| Cc1nnc(-c2ccccc2)[nH]c1=O | 11.5% | 7.7% | -0.4 |

Other compounds follow:
molecule	EPAC1 antag	EPAC2 agonist	PI5P4K alpha inh	WRN helicase inh	EPAC1 ag	IL2 activator	CCT chaperon mod	PLK1 PBD block
C=CCn1c(SCC(=O)Nc2ccc(C(=O)OCC)cc2)nnc1-c1sc(N)nc1C	0.1%	-3.1%	1.7	-4.3%	4.6%	-0.5	-1.4	-5.7%
COc1ccc(C2C(C(=O)N3CCOCC3)=C(C)NC3=C2C(=O)CC(C)(C)C3)c(OC)c1 (centres undefined)	-24.4%	6.1%	/	2.9%	1.2%	0.4	-1.0	-6.1%
CCN(CC(=O)Nc1c(F)cccc1F)C(=O)CCCN1C(=O)c2ccccc2C1=O	-12.8%	7.8%	-2.2	-8.8%	-3.3%	-1.5	1.5	6.9%
CC(C)NC(=O)c1ccccc1NC(=O)Cc1ccc([N+](=O)[O-])cc1	9.2%	0.6%	10.8	6.3%	11.3%	0.5	-5.0	-18.5%
Cn1c(/N=C(\N)c2ccccc2)nc2ccccc21	-3.9%	10.2%	10.5	-0.4%	-8.7%	-2.2	0.5	-4.2%
CN(Cc1ccco1)S(=O)(=O)c1nnc(NC(=O)c2cccc(Cl)c2)s1	5.8%	1.1%	-16.1	-19.5%	4.8%	-0.4	-1.7	?
O=C(CSc1cccc[n+]1[O-])Nc1cc2c(cc1Cl)C(=O)c1ccccc1C2=O	-9.4%	1.9%	-4.8	?	-4.4%	-1.2	0.2	-29.9%
Cc1nc(N2CCN(C(=O)c3ccco3)CC2)c2c3c(sc2n1)CC(C)CC3 (centres undefined)	-20.4%	12.0%	2.1	-6.0%	14.1%	-1.0	0.0	-15.3%
Cc1cc(NC(=O)CCC(=O)N(CC(=O)NCC2CCCO2)c2cccc(F)c2)no1 (centres undefined)	-0.9%	4.8%	0.1	1.8%	-4.6%	-2.5	-1.7	-10.6%
COc1ccc(CC(=O)OCC(=O)NCc2ccc3c(c2)OCO3)cc1OC	1.0%	3.7%	4.2	-1.3%	5.7%	0.2	-1.0	2.5%
CC(C)(O)C#Cc1ncc(C(F)(F)F)cc1Cl	2.4%	6.2%	5.5	-6.8%	-0.1%	1.0	-0.1	2.3%
COc1ccc(/C(O)=C/C(=O)C(=O)Nc2c(C)n(C)n(-c3ccccc3)c2=O)cc1	6.1%	-1.5%	/	-6.8%	7.2%	-1.5	-0.1	-5.3%
CCn1cc(/C=C(\NC(=O)c2ccc(OC)cc2)C(=O)N2CCN(C)CC2)c2ccccc21	-1.8%	2.8%	2.0	8.2%	9.6%	-2.0	0.2	-4.5%
CN1CC(=O)N(CCOc2ccccc2)C1=O	-10.6%	-7.6%	-4.6	-0.5%	6.3%	-2.1	0.5	-2.3%
COc1ccccc1N1CCN(C(=O)CSc2nc(-c3ccco3)cc(C(F)(F)F)n2)CC1	-0.7%	-10.2%	/	-9.2%	12.0%	1.3	1.7	-10.4%
COc1ccc(S(=O)(=O)N2CCCCC2)cc1NC(=O)c1cc([N+](=O)[O-])ccc1N1CCOCC1	11.3%	10.4%	-9.4	4.0%	11.1%	-0.9	-2.5	-7.7%
C/C=C(\C)c1nnc(NC(=O)OCC)s1	5.9%	-16.3%	-7.7	5.3%	-3.3%	-0.1	-1.0	-6.1%
CCCC(CCC)n1[nH]c(=O)c2c(C)cc(C)nc21	-16.8%	-2.1%	2.3	-17.0%	-13.2%	-1.8	2.3	6.2%

PLK1 PBD block, hit marks shown above
| compound | EPAC1 antag | EPAC2 agonist | PI5P4K alpha inh | WRN helicase inh | CCT chaperon mod | PLK1 PBD block |
| --- | --- | --- | --- | --- | --- | --- |
| Cc1ccc(C(=O)N/C(=C\c2ccc(-c3ccccc3[N+](=O)[O-])o2)C(=O)NCCCN2CCOCC2)cc1 | -10.9% | 3.4% | -6.0 | 15.9% | 0.8 | 26.7µM* |
